CHT PAM: CHT positive allosteric modulators, primary screen, cell-based, membrane potential dye, choline EC20. High affinity choline transporter 1 (Homo sapiens), Q9GZV3. CHT-expressing cells; active compounds read high; LV-AA mutant CHT in HEK293 cells. B-score at 10 µM. actives 0.49% (n = 310,000);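 active means initial fluorescence not abnormally high and integrated response B-score, plate-corrected, over 3 SD above library mean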
Target sequence (Q9GZV3 whole entry, looked up): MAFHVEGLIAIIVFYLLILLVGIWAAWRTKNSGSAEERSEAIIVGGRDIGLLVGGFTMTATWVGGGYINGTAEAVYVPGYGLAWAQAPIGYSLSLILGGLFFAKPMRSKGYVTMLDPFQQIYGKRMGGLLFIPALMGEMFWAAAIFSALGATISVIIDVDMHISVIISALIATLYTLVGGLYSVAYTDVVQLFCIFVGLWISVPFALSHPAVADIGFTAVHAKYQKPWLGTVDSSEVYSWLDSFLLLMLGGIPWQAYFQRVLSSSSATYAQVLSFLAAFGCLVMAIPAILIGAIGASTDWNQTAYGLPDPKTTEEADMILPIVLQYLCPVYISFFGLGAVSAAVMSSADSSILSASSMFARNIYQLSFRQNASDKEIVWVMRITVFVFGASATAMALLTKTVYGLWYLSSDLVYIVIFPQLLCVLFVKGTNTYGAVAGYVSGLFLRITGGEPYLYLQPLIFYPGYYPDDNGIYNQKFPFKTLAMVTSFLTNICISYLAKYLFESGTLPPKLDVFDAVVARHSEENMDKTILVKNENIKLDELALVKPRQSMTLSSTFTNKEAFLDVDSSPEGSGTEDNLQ
OX1R antagonist: OX1R (HCRTR1) antagonists, primary screen, fluorescence, CHO/OX1R cells, Fluo-8 calcium, orexin A | Orexin/Hypocretin receptor type 1 (Homo sapiens), O43613 | Fluo-8 calcium fluorescence | inhibition, % at 5 µM | actives 0.43% (n = 330,000) | AID 434989, 2010;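 active means inhibition above its plate's threshold, mean inhibition of all tested compounds on the plate plus 3 SD, cut at about 37% in these data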;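 further: 0% = orexin A challenge wells and 100% = SB-334867-A antagonist wells; not every result past the cut was called active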
Target sequence (O43613 whole entry, looked up): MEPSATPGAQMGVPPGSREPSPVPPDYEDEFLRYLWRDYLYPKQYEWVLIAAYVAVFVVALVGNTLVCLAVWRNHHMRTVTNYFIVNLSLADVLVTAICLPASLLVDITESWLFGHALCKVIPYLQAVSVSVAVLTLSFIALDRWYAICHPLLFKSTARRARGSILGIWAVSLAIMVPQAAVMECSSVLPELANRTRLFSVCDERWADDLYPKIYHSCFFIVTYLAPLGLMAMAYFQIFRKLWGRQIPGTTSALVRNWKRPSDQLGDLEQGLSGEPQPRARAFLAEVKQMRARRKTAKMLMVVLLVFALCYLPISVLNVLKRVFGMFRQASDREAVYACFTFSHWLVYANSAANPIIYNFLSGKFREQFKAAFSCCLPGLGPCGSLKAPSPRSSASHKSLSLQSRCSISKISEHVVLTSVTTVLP
Numbers without * were called inactive; i = inactive; . = no result given. An unsorted share of the library; overall some 0.83% were active at least once.

| molecule | CHT PAM | OX1R antagonist |
| --- | --- | --- |
| CC(C)(C)N1CC(C(=O)Nc2ccc(C#N)cc2)CC1=O (stereo not given) | i | 8 |
| COc1ccc(C(CNC(=O)COc2ccc(C)c(C)c2)N2CCCCC2)cc1 (stereo not given) | i | -21 |
| CC(=O)Nc1nc2cc3c(cc2s1)OCCO3 | i | -4 |
| Nc1c(N=Nc2cccc(Cl)c2)c(=O)[nH]n1-c1ccccc1 | i | -10 |
| FC(F)(F)c1cccc(-c2cc(C3CCNCC3)[nH]n2)c1 | i | -18 |
| CCCc1oc2c(c(=O)c1CC)C(=O)CC(C)(C)C2 | i | -17 |
| Oc1ccc2ccccc2c1C=NC12CN3CCN(CN(C3)C1)C2 | i | -6 |
| COc1ccc(Cl)cc1-c1nc(-c2ccc(NC(=O)c3cccs3)cc2)no1 | i | 29 |
| CC1CN(C(=O)c2ccccc2NS(=O)(=O)c2ccc(Cl)cc2)CC(C)O1 (stereo not given) | . | -33 |
| CCN(CC)C(=O)c1cccc2c1C(=O)c1ccccc1-2 | i | -11 |
| CCOC(=O)CSc1nc2cc(C(=O)N3CCC(C(N)=O)CC3)ccc2c(=O)n1-c1ccccc1 | i | -2 |
| COc1ccc(CCNC(=O)[C@@H](NC(=O)N2CC(=O)Nc3ccccc32)C(C)C)cc1OC | i | 7 |
| NS(=O)(=O)c1ccc(N=Nc2c(=O)[nH]n3c(=O)c4c([nH]c23)CCCC4)cc1 | i | -19 |
| CCOC(=O)COc1ccc(S(=O)(=O)N2CCN(c3ccccc3F)CC2)cc1 | i | 7 |
| COc1ccccc1Nc1ccc2nonc2c1[N+](=O)[O-] | i | -23 |
| O=C(c1ccc(Br)o1)N1CC=C(c2ccccc2)CC1 | . | 15 |
| COc1ccc(-n2nc(C(=O)NCC(=O)N3CCN(Cc4ccccc4)CC3)c3ccccc3c2=O)cc1OC | i | -32 |
| COc1ccc([C@]2(C(C)C)ON(c3ccccc3C(F)(F)F)C2=O)cc1 | . | -14 |
| CCOC(=O)c1ccc(NC(=S)NNC(C)(C)C)cc1 | i | -13 |
| COc1ccc(NC(=O)C2C3C=CC(C3)C2C(=O)NCc2ccco2)c(OC)c1 (stereo not given) | i | -16 |
| COc1cccc(OC)c1-c1nn2c(-c3ccccc3Cl)nnc2s1 | i | -10 |
| Cc1cccc(N(CC(=O)Nc2ccc(-c3nc4ccc(C)cc4s3)cc2)S(C)(=O)=O)c1 | i | -15 |
| CCN(C(=O)c1sc(N)c(C#N)c1C)C1CCCCC1 | i | -16 |
| COc1ccc(/C(C)=N\Nc2nc(-c3ccccc3)cc(=O)[nH]2)cc1 | i | -16 |
| Cc1noc(C)c1S(=O)(=O)N(CC(=O)NC1CCCC1)c1ccc(C(C)C)cc1 | i | -22 |
| COC1CCN(Cc2cn(Cc3ccccc3)nc2-c2cc3ccccc3o2)CC1 | i | -17 |
| Cc1nonc1NC(=O)N1CCCC1 | i | -14 |
| CCCc1nc2ccccc2c(=O)n1/N=C/c1ccc(O)c(O)c1 | i | -22 |
| Cc1cc(C(=O)Nc2cccc3c2O[C@@H](CN(C)S(C)(=O)=O)[C@H](C)CN([C@@H](C)CO)C3=O)n(C)n1 | . | 4 |
| CC(c1ccccc1)n1c(Br)nc2c1c(=O)[nH]c(=O)n2C (stereo not given) | i | 4 |
| CC(C)(O)[C@H](O)COc1c2ccoc2cc2oc(=O)ccc12 | i | -9 |
| COc1ccc(S(=O)(=O)N2CCN(C)CC2)cn1 | i | -1 |
| COc1ccc(-c2cc(C(F)(F)F)n3ncc(C(=O)N4CCCCC4c4cccnc4)c3n2)cc1 (stereo not given) | i | -32 |
| Cc1cc(C(=O)OCC(=O)N2CC(C)CC(C)C2)c(C)o1 (stereo not given) | i | -27 |
| O=S(=O)(NCC(Nc1ccc(Cl)cc1)c1ccccc1)c1ccccc1 (stereo not given) | i | -21 |
| Cc1ccc(NC(=O)Cn2nnc3ccccc3c2=O)cc1C | i | -17 |
| C=C1CCC[C@]2(C)C[C@H]3OC(=O)C(CN(Cc4ccc(OC)c(OC)c4)CC(C)O)[C@H]3CC12 (stereo not given in full) | i | -16 |
| CC(C)(C)[C@@H]1COC(=O)[C@@H](NC(=O)OCC2c3ccccc3-c3ccccc32)C/C=C\C[C@@H](CC(=O)NCCO)C(=O)N1 | . | -28 |
| Cc1cc(C)n2nc3nc4c(cc3c2n1)CCCC4 | 7* | 12 |
| Cc1cc(=O)oc2cc(OCC(=O)Nc3ccc(CN4CCOCC4)cc3)ccc12 | i | -28 |
| COc1ccc(NC(=S)Nc2ncccc2C)c(OC)c1 | i | -15 |
| Cc1ccc(NC(=O)c2cncc(Br)c2)nc1 | i | 0 |
| CC(C)c1ccc(NC(=S)N2CCN(S(=O)(=O)c3ccccc3)CC2)cc1 | i | -13 |
| Cc1ccc(NC(=O)CSCc2nc3c(nnn3Cc3ccc(F)cc3)c(=O)[nH]2)c(C)c1 | i | -19 |
| CC(C)OC(=O)c1ccccc1C(=O)c1ccc(N)c([N+](=O)[O-])c1 | i | -34 |
| Cc1ccc(S(=O)(=O)c2c(N)n(Cc3ccco3)c3nc4ccccc4nc23)cc1C | i | -15 |
| COC(=O)[C@@]1(Cc2ccc(F)cc2)[C@H]2c3cc(C(=O)N(C)C)n(Cc4nc5ccccc5[nH]4)c3C[C@H]2CN1C(=O)c1ccccc1 | i | -17 |
| CC(=O)Oc1ccc(C(=O)O)c(OC(C)=O)c1 | i | -10 |
| CCn1c(SCC(=O)NNC(=O)c2ccc(OC)cc2)nnc1-c1cccnc1 | i | 1 |
| Clc1ccc(OCCCc2nc(-c3cccnc3)no2)c(Cl)c1 | i | -18 |
| Cc1ccc(C)c(NC(=S)N2CCN(S(=O)(=O)c3ccccc3)CC2)c1 | i | . |
| O=C(NCCSCc1ccccc1)c1ccc(F)cc1 | i | -14 |
| COc1ccc(C(=O)Nc2ncccc2C)cc1S(=O)(=O)N1CCCc2ccccc21 | i | -23 |
| Cc1cccc(NC(=O)c2cccc(N3C(=O)C4C5C=CC(C6CC56)C4C3=O)c2)c1 (stereo not given) | i | -17 |
| COCCCNC(=O)c1cc2c(=O)n3cc(C)ccc3nc2nc1NCC1CCCO1 (stereo not given) | i | -16 |
| O=C(/C=C/c1ccc(Cl)cc1Cl)NCCSc1ccccc1 | i | -18 |
| CCc1ccc(OCC(O)CN2CCN(c3ccc(OC)cc3)CC2)cc1 (stereo not given) | i | -37 |
| C=CCN(C(=O)c1csnn1)C(C(=O)NCc1ccccc1)c1ccccc1F (stereo not given) | i | -7 |
| CCC(=O)NC(=S)Nc1cccc(-c2nc3ncccc3o2)c1 | i | -14 |
| Cc1noc(N)c1C(=O)Nc1ccc(C(C)(C)C)cc1 | i | -3 |

Quoted from the listing.
`COC(=O)[C@@]1(Cc2ccc(F)cc2)[C@H]2c3cc(C(=O)N(C)C)n(Cc4nc5ccccc5[nH]4)c3C[C@H]2CN1C(=O)c1ccccc1` in OX1R antagonist is listed with -17
`Cc1ccc(NC(=O)c2cncc(Br)c2)nc1` in OX1R antagonist is listed with 0

The listing continues:
| molecule | CHT PAM | OX1R antagonist |
| --- | --- | --- |
| CC(NC(=O)C1CCC(CNC(=O)[C@@H]2Cc3ccccc3CN2)CC1)c1ccccc1 (stereo not given in full) | i | -44 |
| CC(=O)c1c(C)[nH]c(C(=O)COc2ccc(C#N)cc2)c1C | i | -13 |
| COc1cccc(NC(=O)CN(C)C(=O)c2cc(C)oc2C)c1 | . | -18 |
| Cc1nc(-c2ccc(NC(=O)c3cccs3)cc2)cs1 | i | -15 |
| CC(C)[C@H](NC(N)=O)C(=O)Nc1cccc([N+](=O)[O-])c1 | i | 3 |
| NNC(=O)Cn1c(-c2ccccc2)cc(=O)n2ncnc12 | i | -38 |
| O=C(COC(=O)c1ccc[nH]c1=O)NC1CC1 | . | -12 |
| Nc1c(NC2CCCCC2)c2ccccc2oc1=O | i | -16 |
| COc1ccc(CC(=O)Nc2nn(C)c3nc4c(C)cccc4cc23)cc1 | i | -15 |
| Cc1ccc(C)c(NC(=O)Cc2nc(CNCC(C)C)cs2)c1 | i | -3 |
| COc1cc([N+](=O)[O-])ccc1-c1ccc(C(=O)Nc2ccc(NC(C)=O)cc2)o1 | i | -6 |
| O=C(CCc1ccccc1)NCCC1=CCCCC1 | i | -16 |
| Cc1ccc(S(=O)(=O)NCCNc2ccc([N+](=O)[O-])cc2C(F)(F)F)cc1 | i | -19 |
| CCc1ccc(-n2c(SCc3c(C)noc3C)nnc2-c2ccncc2)cc1 | i | -32 |
| O=C(NCc1ccco1)c1ccc(CS(=O)(=O)Cc2ccc(Cl)cc2)o1 | i | -19 |
| CC/C(=N\NC(=O)c1ccc(N(C)C)cc1)c1ccccc1 | i | -12 |
| Cc1c2cnn(CC(=O)N3CCN(c4ncccn4)CC3)c(=O)c2c(C)n1Cc1ccc(F)cc1 | i | -5 |
| COc1ccc(C(C)=O)cc1COC(=O)CNC(=O)C1CCCCC1 | . | -21 |
| Cc1ccccc1C(=O)/C=C1/SCC(=O)N1C | i | -6 |
| O=C(CN(Cc1ccccc1)C(=O)CNS(=O)(=O)c1ccc(F)cc1)NCC1CCCO1 (stereo not given) | i | -12 |
| O=C(c1ccc(Cl)c(Cl)c1)N1CCC(=O)N(C(COCc2ccccc2)Cc2ccccc2)CC1 (stereo not given) | i | -38 |
| O=C(CCN1C(=O)/C(=C/c2ccccc2Cl)SC1=S)NN1CCOCC1 | i | -6 |
| CCOc1ccccc1N1CCN(CC(=O)Nc2ccnn2C2CCCC2)CC1 | . | -14 |
| O=C(CN(Cc1ccccc1)C(=O)CNS(=O)(=O)c1ccc(Cl)cc1)NCC1CCCO1 (stereo not given) | i | -21 |
| COc1ccccc1OCC(=O)Nc1ccc(S(=O)(=O)Nc2cc(C)on2)cc1 | i | 1 |
| Cc1cccc(NS(=O)(=O)c2cccc(C(=O)NCc3ccccc3CN3CCOCC3)c2)c1 | . | -1 |
| O=C(O)C1C2C=CC(C2)C1C(=O)Nc1cccc(C(F)(F)F)c1 (stereo not given) | i | -7 |
| Cc1cc[n+](-c2ccccc2)c2ccccc12 | 7* | 0 |
| O=C(NCC1CCCO1)C(=O)N/N=C/c1ccc(OCc2ccccc2Cl)cc1 (stereo not given) | i | -12 |
| COc1ccc(NC(=O)CSc2nnc(-c3cccs3)n2-c2ccccc2)cc1 | i | -6 |
| CCc1ccc(NC(=O)Cn2nnc(C(=O)NCCc3ccc(OC)c(OC)c3)c2N)cc1 | i | -17 |
| CN1CCN(CCc2nc3cc(NC(=O)COc4ccc(Cl)cc4)ccc3n2C)CC1 | i | -9 |
| CCC(C)(C)n1nnnc1CN1CCN(c2ccc(OC)cc2)CC1 | i | -19 |
| O=C1OC/C(=C(/O)c2ccc(Cl)cc2)C1=O | i | -8 |
| CCc1ccc2[nH]c(=O)c(C(c3nnnn3CCOC)N3CCN(c4ccc(F)cc4)CC3)cc2c1 (stereo not given) | i | -24 |
| COc1ccc(C2CC(=O)C3=C(C2)Nc2ccccc2NC3c2coc3ccccc3c2=O)cc1OC (stereo not given) | i | -24 |
| CN(CC(=O)Nc1ccccc1Br)CC(=O)Nc1ccccc1C(F)(F)F | i | -11 |
| CCOc1ccc(S(=O)(=O)Nc2cc(C)ccn2)c2ccccc12 | i | -17 |
| COc1ccc([C@H]2/C=C\CN(C(=O)[C@H](Cc3ccccc3)NC(=O)OCC3c4ccccc4-c4ccccc43)CC(=O)N2Cc2ccc(F)cc2)cc1 | i | -27 |
| CCCOP(=O)(c1ccc(N(C)C)cc1)C(O)c1ccccc1OC (stereo not given) | i | 0 |
| CCN(CC)C(=O)Cn1cc(C(=O)C2CC2)c2ccccc21 | i | -15 |
| CC(C)(CO)CNC(=O)CC1C(=O)NCCN1CC(c1ccccc1)c1ccccc1 (stereo not given) | i | -29 |
| O=C(CCNC(=O)C1CCN(S(=O)(=O)c2ccccc2)CC1)NCCc1cccc(F)c1 | i | -5 |
| Cc1ccc(Cl)cc1-n1c(=O)cc(N2CC(C)OC(C)C2)[nH]c1=O (stereo not given) | i | -11 |
| CN(C)C(=O)c1ccccc1Sc1ccc(Cl)cc1Cl | i | -12 |
| CC(CNC(=O)Cn1cnc2c(NCc3ccccc3)ncnc21)c1ccccc1 (stereo not given) | . | -13 |
| CCOC(=O)CSc1cc(CS(C)(=O)=O)nc(-c2ccccn2)n1 | i | 0 |
| CNc1ccc(Oc2nc([N+](=O)[O-])nn2C)cc1 | i | -1 |
| CCOCCCNC(=O)c1ccccc1SC | i | -7 |
| COc1ccc(N=Nc2ccc(O)c3ncccc23)cc1 | i | 33 |
| O=C(Nc1cccc(O)c1)C1CCCN1C(=O)OCc1ccccc1 (stereo not given) | i | -19 |
| CCOC(=O)c1c(NCCN(C)C)c2ccccc2[nH]c1=O | i | -15 |
| CCc1nc(SCC(=O)Nc2c(C)n(C)n(-c3ccccc3)c2=O)n[nH]1 | i | -8 |
| CCOC(=O)CCn1c2nc(C)cc(C)c2c(=O)n1-c1ccccc1 | i | -27 |
| CCOc1ccc(C2CC(c3ccc(F)cc3)Nc3nc(N)nn32)cc1 (stereo not given) | i | -5 |
| CC(C)(C)N1CC23C=CC(C[C@@H]2C1=O)O3 (stereo not given in full) | i | 14 |
| CC(C)c1ccc(/C=N/n2c(COc3ccccc3)n[nH]c2=S)cc1 | i | 2 |
| COc1ccc(CCNC(=O)COC(=O)/C=C/c2ccc(OCC#N)c(OC)c2)cc1 | i | -9 |
| O=S(=O)(c1ccc(F)c(F)c1)N1CCN(Cc2ccc3c(c2)OCO3)CC1 | i | -4 |

Single records, from the list above:
`CCCc1oc2c(c(=O)c1CC)C(=O)CC(C)(C)C2` across the screens: CHT PAM = i; OX1R antagonist = -17
`Cc1cc(=O)oc2cc(OCC(=O)Nc3ccc(CN4CCOCC4)cc3)ccc12` across the screens: CHT PAM = i; OX1R antagonist = -28

Source: PubChem
